Platelet DG rel: platelet dense granule release activity; human platelet-rich plasma, SFLLRN dense granule ATP release, luminescence; inhibition, %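 (compounds screened at 7.5 µM in platelet-rich plasma)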; hit rate 0.22% among 300,000; AID 1663;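 active = mean replicate score, as percent of positive control, at or above 50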
HSF1 activator: increases HSF-1 driven luciferase reporter signal; NIH3T3-HGL HSF-1 luciferase reporter, MG132, 8 h; 100% = twice DMSO control signal; activation, % at 9 µM; hit rate 1.7% among 300,000; AID 504408;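 active = mean replicate activation of at least 50% with a set share of replicates each reaching 50%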;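 also: 0% = median of the neutral control wells and 100% = twice that signal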
aSyn 5UTR inh: MLPCN primary screen, SNCA 5' untranslated region. alpha-synuclein 5'UTR reporter, inhibitor activity. inhibition, % (tested at 7.5 µM). hit rate 0.82% among 300,000; in the data active = inhibition above about 60%;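 also: H4 neuroglioblastoma cells stably carrying SNCA 5'UTR luciferase fusion; 0% = DMSO wells and 100% = positive control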
HIF activator: HIF pathway transcriptional activation | hit rate 0.32% among 300,000 | activation, % at 7.5 µM (by protocol) | U2OS HRE-luciferase reporter, luminescence; normalized: DMSO 0%, desferrioxamine 100%;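 active = mean activation of at least 10% of the iron chelator positive control signal, with at least half of replicates also reaching 10%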
SKKanGAS inh: inhibitors of SKKanGAS S. pyogenes growth in kanamycin (SK-promoter or general growth effect); BacTiter-Glo, 6 h; inhibition, % at 7.5 µM; hit rate 1.3% among 300,000;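 active = mean replicate score, as percent of positive control median, at least 50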;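 also: strain carries kanamycin resistance gene driven by streptokinase promoter and grows in 40 µg/ml kanamycin; loss of luminescence reflects streptokinase promoter inhibition or plain growth inhibition; 0% = median of DMSO wells and 100% = positive control at its reference dose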
AI-2 QS mod: Vibrio harveyi AI-2 quorum sensing modulation; activity change, % at 7.5 µM; AID 2094; Vibrio harveyi JMH597 AI-2 luminescence/OD600 ratio, 9 h; stronger effect = lower value; strain lacks LuxN and CqsS sensors; 0 = neutral-control median; hit rate 0.4% among 300,000; in the data active = activity change below about -75%, passing the limit was not always enough;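 also: luminescence divided by OD600 gain over 9 h not by final OD600 alone; inactives centre near 13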
HSP90 refold inh: blocks HSP90-mediated luciferase refolding in reticulocyte lysate | inhibition, % at 5.6 µM | Rabbit reticulocyte lysate, luciferase refolding luminescence, 3 h | hit rate 0.91% among 290,000;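 active = inhibition above the screen-wide mean plus 3 SD, computed separately per campaign, cut at about 16% in these data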;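 also: 0% = DMSO wells and 100% = 60 µM geldanamycin wells; inhibitors lower the luminescence because luciferase stays unfolded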
HSF1 inh: HSF1 inhibition; NIH3T3-HGL HSE-luciferase, MG132-induced, luminescence 8 h; stronger effect = lower value; hit rate 0.77% among 300,000; activity change, negative = inhibition, % at 7.5 µM (by protocol);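 active = more than half of replicate wells show activity change below -50%, luminescence cut by over half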;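 also: luciferase reports HSF-1 transcriptional activity via heat shock element; 0% = median of DMSO wells and -100% = zero luminescence signal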
IEC-6 cytotox: kills IEC-6 intestinal cells in KLF5 counter-screen. hit rate 0.78% among 290,000. AID 1825. IEC-6 cytotoxicity, luminescence viability. inhibition, % at 5 µM; in the data active = inhibition above about 22%;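 also: 0% = plate median of test compound wells and 100% = cytotoxic reference compound wells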
KLF5 inhibitor: kruppel-like factor 5 inhibition | DLD-1 KLF5 promoter-luciferase reporter, luminescence | inhibition, % at 5 µM | hit rate 0.23% among 290,000 | AID 1700;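 active = inhibition above a per-plate limit of that plate's mean compound inhibition plus 3 SD, cut at about 60% in these data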;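 also: 0% = DMSO wells and 100% = LY294002 at 200 µM; higher means less KLF5 promoter-driven luciferase light; inactives centre near -14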
Active calls of the source: *. Rows are unselected; about 6% have a hit in one of these screens.

How did COc1ccc(OCC(=O)Nc2ccc3c(c2)nc(CCN2CCN(C)CC2)n3C)cc1 do in these assays?
Platelet DG rel: 12.1; HSF1 activator: 52.6*; aSyn 5UTR inh: -0.5; HIF activator: 1.1; SKKanGAS inh: 0.5; AI-2 QS mod: -4.0; HSP90 refold inh: 1.9; HSF1 inh: 26.3; IEC-6 cytotox: -2.8; KLF5 inhibitor: -53.5

What do the screens show for `Cc1ccsc1/C=N/NC(=O)c1ccncc1`?
Platelet DG rel: -18.9; HSF1 activator: -4.4; aSyn 5UTR inh: -25.2; HIF activator: 0.1; SKKanGAS inh: -12.2; AI-2 QS mod: 7.9; HSP90 refold inh: 1.2; HSF1 inh: 1.6; IEC-6 cytotox: 1.1; KLF5 inhibitor: 6.8

Results for CCOC(=O)c1c(NC(=O)CSc2nnc(Cc3ccccc3)o2)sc(C)c1C ?
Platelet DG rel: 1.1; HSF1 activator: 36.5; aSyn 5UTR inh: 7.2; HIF activator: -0.1; SKKanGAS inh: 11.3; AI-2 QS mod: 41.3; HSP90 refold inh: -1.1; HSF1 inh: 14.5; IEC-6 cytotox: 1.6; KLF5 inhibitor: -6.1

Results for Cc1nc2cc(NC(=O)NCc3ccco3)ccc2o1 ?
Platelet DG rel: 2.3; HSF1 activator: 0.5; aSyn 5UTR inh: -57.6; HIF activator: 0.3; SKKanGAS inh: -5.9; AI-2 QS mod: 33.4; HSP90 refold inh: -1.6; HSF1 inh: -3.8; IEC-6 cytotox: -1.6; KLF5 inhibitor: 6.5

Results for COc1ccc(S(=O)(=O)Nc2ccc(Oc3ccsc3C(=O)O)cc2)cc1 ?
Platelet DG rel: 2.0; HSF1 activator: -8.6; aSyn 5UTR inh: -7.9; HIF activator: -0.8; SKKanGAS inh: 7.6; AI-2 QS mod: 7.8; HSP90 refold inh: 1.8; HSF1 inh: -1.9; IEC-6 cytotox: 3.4; KLF5 inhibitor: -5.1

Results for CCOc1ccc(N2CC(O)(c3ccc(F)cc3)[N+]3=C2CCCC3)cc1 (configuration not stated) ?
Platelet DG rel: 0.2; HSF1 activator: 8.1; aSyn 5UTR inh: 4.3; HIF activator: 0.1; SKKanGAS inh: -0.9; AI-2 QS mod: -2.9; HSP90 refold inh: 5.4; HSF1 inh: -3.8; IEC-6 cytotox: 0.8; KLF5 inhibitor: -6.5

Results for Cc1ccc(CNC(=O)CSCC(=O)O)cc1 ?
HSF1 activator: -3.4; aSyn 5UTR inh: 4.1; HIF activator: 1.1; SKKanGAS inh: 1.9; AI-2 QS mod: 3.2; HSP90 refold inh: -5.5; HSF1 inh: -0.6; IEC-6 cytotox: 2.2; KLF5 inhibitor: -11.1

Results for COc1ccccc1CCNC(=O)CNC(=O)Cc1cccc2ccccc12 ?
Platelet DG rel: 1.8; HSF1 activator: 11.8; aSyn 5UTR inh: 14.7; HIF activator: 0.2; SKKanGAS inh: -8.1; AI-2 QS mod: 3.1; HSP90 refold inh: -6.8; HSF1 inh: 5.3; IEC-6 cytotox: 0.3; KLF5 inhibitor: -12.4

What do the screens show for `COC(=O)c1cccc(NC(=S)NCc2ccc(Cl)cc2)c1`?
Platelet DG rel: 2.2; HSF1 activator: 20.4; aSyn 5UTR inh: 12.6; HIF activator: -0.1; SKKanGAS inh: 61.7*; AI-2 QS mod: -83.0*; HSP90 refold inh: -0.1; HSF1 inh: -3.1; IEC-6 cytotox: -1.3; KLF5 inhibitor: -4.0

How did COc1ccc(C2Nc3ccccc3C(=O)N2c2ccc(F)cc2)cc1CSc1ccccn1 (configuration not stated) do in these assays?
Platelet DG rel: -3.3; HSF1 activator: 9.9; aSyn 5UTR inh: -42.8; HIF activator: 1.3; SKKanGAS inh: -2.4; AI-2 QS mod: 9.3; HSP90 refold inh: -3.7; HSF1 inh: 7.6; IEC-6 cytotox: 3.9; KLF5 inhibitor: -20.1

How did CCOC(=O)c1ccc(Oc2nc(NC)nc(OC)n2)cc1 do in these assays?
Platelet DG rel: -0.4; HSF1 activator: 17.5; aSyn 5UTR inh: 5.5; HIF activator: -0.5; SKKanGAS inh: -4.4; AI-2 QS mod: -10.6; HSP90 refold inh: 2.4; HSF1 inh: -0.3; IEC-6 cytotox: 4.3; KLF5 inhibitor: -15.8

What do the screens show for `CCN(CC)c1ccc(C(=O)OCC(=O)N(C)Cc2ccccc2)cc1`?
Platelet DG rel: -13.7; aSyn 5UTR inh: 18.5; HIF activator: 0.6; SKKanGAS inh: -5.7; AI-2 QS mod: -5.3; HSP90 refold inh: -2.3; IEC-6 cytotox: -2.1; KLF5 inhibitor: -6.3

How did COc1ccccc1CNC(=O)COC(=O)/C=C/c1ccc(OC(F)F)c(OC)c1 do in these assays?
Platelet DG rel: 6.3; HSF1 activator: 6.8; aSyn 5UTR inh: -11.3; HIF activator: 0.0; SKKanGAS inh: -10.4; AI-2 QS mod: 21.3; HSF1 inh: 2.4

What do the screens show for `Cc1cccc(-n2c(CCN3C(=O)c4ccccc4C3=O)nc3ccccc3c2=O)n1`?
Platelet DG rel: -4.3; HSF1 activator: -19.7; aSyn 5UTR inh: -8.5; HIF activator: -3.0; SKKanGAS inh: 4.6; AI-2 QS mod: 4.9; HSP90 refold inh: -2.3; HSF1 inh: -0.6; IEC-6 cytotox: 1.7; KLF5 inhibitor: -9.9

What do the screens show for `CNC(=O)C1Cc2ccccc2CN1S(=O)(=O)c1ccc(OC)c(OC)c1` (configuration not stated)?
Platelet DG rel: -0.1; HSF1 activator: -1.5; aSyn 5UTR inh: 12.4; HIF activator: 0.4; SKKanGAS inh: 4.4; AI-2 QS mod: 3.9; HSP90 refold inh: 0.8; HSF1 inh: -2.9; IEC-6 cytotox: -1.8; KLF5 inhibitor: -42.9

What do the screens show for `Clc1ccc2nc3c4ccccc4cnn3c2c1`?
Platelet DG rel: 19.4; HSF1 activator: 47.0; aSyn 5UTR inh: -160.3; HIF activator: 1.8; SKKanGAS inh: 0.6; AI-2 QS mod: -0.6; HSP90 refold inh: -1.0; HSF1 inh: 3.3; IEC-6 cytotox: 2.7; KLF5 inhibitor: -9.6

What do the screens show for `O=C(NCCS(=O)(=O)c1ccc(Br)cc1)c1ccccc1`?
Platelet DG rel: -22.1; HSF1 activator: -4.8; aSyn 5UTR inh: -15.4; HIF activator: -0.2; SKKanGAS inh: -4.4; AI-2 QS mod: 17.7; HSP90 refold inh: -3.6; HSF1 inh: -0.3; IEC-6 cytotox: -4.2; KLF5 inhibitor: -3.5

What do the screens show for `CNc1nc(-c2ccccc2)nc(-c2ccccc2)c1C#N`?
Platelet DG rel: 0.4; aSyn 5UTR inh: 27.8; HIF activator: 0.1; SKKanGAS inh: 0.3; AI-2 QS mod: 23.1; HSP90 refold inh: 0.9; IEC-6 cytotox: 2.4; KLF5 inhibitor: -4.4

Results for COc1ccc(S(=O)(=O)N2CCOC23CCN(S(=O)(=O)c2ccc(Cl)cc2)CC3)cc1 ?
Platelet DG rel: 3.2; HSF1 activator: 13.2; aSyn 5UTR inh: 6.0; HIF activator: -1.1; SKKanGAS inh: 0.2; AI-2 QS mod: 12.8; HSF1 inh: 2.4

What do the screens show for `O=C(c1ccc(OC2CCN(Cc3cccc(OCCO)c3)CC2)cc1)N1CCCC1`?
Platelet DG rel: -9.7; HSF1 activator: 2.8; aSyn 5UTR inh: 24.1; HIF activator: 0.9; SKKanGAS inh: -9.0; AI-2 QS mod: 10.1; HSP90 refold inh: -0.5; HSF1 inh: 0.6; IEC-6 cytotox: -2.2; KLF5 inhibitor: -6.2

Results for CCOC(=O)C(Cc1ccc(Cl)cc1Cl)c1ccno1 (configuration not stated) ?
Platelet DG rel: -0.1; HSF1 activator: 4.3; aSyn 5UTR inh: -1.8; HIF activator: -0.5; SKKanGAS inh: 13.7; AI-2 QS mod: 16.8; HSP90 refold inh: 1.1; HSF1 inh: 0.1; IEC-6 cytotox: -1.6; KLF5 inhibitor: -7.9

What do the screens show for `CCC(C)(C)n1nnnc1C(c1cc2cc(OC)ccc2[nH]c1=O)N1CCc2ccccc21` (configuration not stated)?
Platelet DG rel: -10.2; HSF1 activator: -11.4; aSyn 5UTR inh: -22.7; HIF activator: 0.4; SKKanGAS inh: 10.6; AI-2 QS mod: 25.9; HSP90 refold inh: 4.1; HSF1 inh: 13.6; IEC-6 cytotox: 2.8; KLF5 inhibitor: -47.9

Results for CCC(=O)Nc1ccc(-c2nnc(SCC(=O)Nc3nccs3)n2C)cc1 ?
Platelet DG rel: 5.4; HSF1 activator: -14.3; aSyn 5UTR inh: -8.6; HIF activator: 0.0; SKKanGAS inh: -3.0; AI-2 QS mod: 6.5; HSP90 refold inh: 3.6; HSF1 inh: 0.3; IEC-6 cytotox: -0.6; KLF5 inhibitor: 11.7

How did Cc1cc(NC(=O)CSc2nc3ccccc3c(=O)n2CCCC(=O)NCc2ccco2)n[nH]1 do in these assays?
Platelet DG rel: -3.5; HSF1 activator: 27.1; aSyn 5UTR inh: -2.0; HIF activator: -0.3; SKKanGAS inh: 5.2; AI-2 QS mod: 18.0; HSP90 refold inh: 2.5; HSF1 inh: -2.2; IEC-6 cytotox: -1.8; KLF5 inhibitor: -28.0

How did O=C1CCCN2N=C(SCC(=O)Nc3ccc(OC(F)(F)F)cc3)SC2=N1 do in these assays?
Platelet DG rel: -4.8; HSF1 activator: -1.1; aSyn 5UTR inh: -5.6; HIF activator: 0.1; SKKanGAS inh: 0.4; AI-2 QS mod: 9.4; HSP90 refold inh: 2.6; HSF1 inh: -10.0; IEC-6 cytotox: 5.5; KLF5 inhibitor: -9.9

What do the screens show for `O=C(ON=C1CCN(S(=O)(=O)c2ccccc2)CC1)c1cccc(Cl)c1`?
Platelet DG rel: 0.8; HSF1 activator: -2.2; aSyn 5UTR inh: -4.1; HIF activator: 0.2; SKKanGAS inh: -1.8; AI-2 QS mod: -3.0; HSP90 refold inh: 4.1; HSF1 inh: 4.8; IEC-6 cytotox: 1.1; KLF5 inhibitor: -36.7

How did CCOc1ccc(C(=O)/C=C/c2ccc(SC)cc2)cc1 do in these assays?
Platelet DG rel: 3.5; HSF1 activator: -1.3; aSyn 5UTR inh: 1.4; HIF activator: 0.1; SKKanGAS inh: -6.5; AI-2 QS mod: -12.0; HSP90 refold inh: -2.4; HSF1 inh: 8.5; IEC-6 cytotox: -4.7; KLF5 inhibitor: -2.2

How did CC(C)COc1ccc(-c2nn(-c3ccccc3)cc2CO)cc1 do in these assays?
Platelet DG rel: -7.2; HSF1 activator: 9.3; aSyn 5UTR inh: -12.4; HIF activator: 0.2; SKKanGAS inh: 4.0; AI-2 QS mod: 1.8; HSP90 refold inh: 2.3; HSF1 inh: -3.7; IEC-6 cytotox: 4.3; KLF5 inhibitor: -16.4

Results for CCOc1ccc(Br)cc1S(=O)(=O)Nc1ccc(C(=O)OCC(=O)N(C)c2ccccc2)cc1 ?
Platelet DG rel: 15.6; HSF1 activator: -4.9; aSyn 5UTR inh: 6.5; HIF activator: -0.4; SKKanGAS inh: 23.9; AI-2 QS mod: 33.1; HSP90 refold inh: -1.5; HSF1 inh: -6.0; IEC-6 cytotox: -2.8; KLF5 inhibitor: -15.4

How did O=C(NNC(=S)NCc1ccc(Cl)cc1)c1ccc(Br)o1 do in these assays?
Platelet DG rel: -2.8; HSF1 activator: 22.5; aSyn 5UTR inh: -1.9; HIF activator: -0.1; SKKanGAS inh: -2.0; AI-2 QS mod: 30.1; HSP90 refold inh: 4.5; HSF1 inh: 9.7; IEC-6 cytotox: -6.3; KLF5 inhibitor: 5.8
